GRIN3A LBD mod: binders of NR3A ligand-binding domain, primary screen, biophysical, differential scanning fluorimetry, uHTS. hit rate 2.5% among 340,000. Tm shift relative to glycine control, % at 25 µM. NR3A LBD differential scanning fluorimetry, Tm shift; 0% = protein alone, 100% = glycine-bound protein. AID 1259313, 2017. Glutamate receptor ionotropic, NMDA 3A (GRIN3A) ligand-binding domain;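 active means melting temperature shift of at least 10% of the positive control shift, at one fixed dose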
NLRP3 yeast inh: NALP3 inflammasome inhibitors in reconstituted yeast, primary screen, luminescence, uHTS. Yeast reconstituted NLRP3/ASC/caspase-1, beta-gal luminescence, 24 h. inhibition, % at 10 µM. hit rate 0.39% among 330,000. AID 2825, 2010;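 active means inhibition of 50% or more; inactive means inhibition below 50%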;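 further: plate controls were induced DMSO wells for no effect and uninduced yeast grown without galactose for full effect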
TIM10 inh: growth inhibitors of isogenic TIM10 control yeast, primary screen, counter-screen for tim10-1 yeast inhibitor project, luminescence, uHTS; hit rate 1.4% among 330,000; S. cerevisiae TIM10 strain growth, BacTiter-Glo luminescence, 24 h; inhibition, % at 10 µM; AID 463195, 2010;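 active means inhibition of 40% or more at the single tested concentration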;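 further: wild-type TIM10 isogenic control strain grown at permissive 25 °C; 0% = DMSO yeast wells and 100% = minimal medium wells without yeast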
beta cell repl: inducers of MIN6 beta-cell proliferation, primary screen, ATP luminescence, uHTS; MIN6 cells proliferation, ATPlite luminescence, 48 h; cells starved in 0.2% serum; 100% = growth in 10% serum; hit rate 0.29% among 330,000; proliferation, % at 10 µM;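 active means compounds whose signal lies at least 3.5 SD above the mean of all wells on their plate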;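 further: 0% = DMSO-treated cells in low-serum medium and 100% = 10% serum control; some compounds called inactive have numbers as strong as hits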
MPTP inh: mitochondrial permeability transition pore inhibitors, primary screen, biochemical, isolated mouse mitochondria, absorbance. Ca2+ swelling absorbance, 30 min. hit rate 1.4% among 360,000. inhibition, % at 10 µM. AID 602449, 2012;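 active means inhibition of 50% or more, scaled per plate between neutral and stimulator controls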;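 further: 0% = DMSO wells given calcium and 100% = 1 mM EGTA wells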
tim10-1 inh: growth inhibitors of tim10-1 mutant yeast, primary screen, luminescence, uHTS; AID 463190, 2010; inhibition, % at 20 µM; hit rate 2.2% among 330,000; S. cerevisiae tim10-1 ts strain growth, BacTiter-Glo, 24 h;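 active means inhibition of at least 40%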;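 further: mutant grown at 25 °C; 0% = DMSO wells with yeast and 100% = wells holding no yeast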
APJ ag: agonists of human apelin receptor APJ, primary screen, CHO-K1 cells, PathHunter beta-arrestin, luminescence. hit rate 0.11% among 330,000. 0% DMSO wells, 100% apelin. P35414. activation, % at 20 µM. AID 2520, 2010;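 active means activation more than six SD over the plate average, tested at 20 µM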;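 further: 0% = DMSO alone and 100% = apelin-13 at 10 nM; some results filed as inactive read as strong as hits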
Target sequence (P35414 whole entry, looked up): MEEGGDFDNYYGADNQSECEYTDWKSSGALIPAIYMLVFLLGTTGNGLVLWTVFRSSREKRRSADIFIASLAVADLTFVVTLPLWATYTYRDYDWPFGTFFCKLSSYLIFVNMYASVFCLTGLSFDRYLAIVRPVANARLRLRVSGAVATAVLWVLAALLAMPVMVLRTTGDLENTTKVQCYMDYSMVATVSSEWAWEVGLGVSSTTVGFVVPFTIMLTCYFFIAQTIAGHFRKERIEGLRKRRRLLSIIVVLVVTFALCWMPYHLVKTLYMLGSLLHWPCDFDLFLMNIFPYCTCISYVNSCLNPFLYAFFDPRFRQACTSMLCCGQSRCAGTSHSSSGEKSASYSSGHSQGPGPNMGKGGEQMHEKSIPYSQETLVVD
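Assay system: CHO-K1 cells stably expressing ProLink-tagged human APJ and arrestin–beta-gal acceptor. Compound dosing: 20 µM single point, 1% DMSO. Times: 16-18 h seeding, 90 min dark compound exposure, 60 min detection. Detection: beta-gal luminescence. Evaluation: APJ–arrestin association signal. Controls: negative DMSO alone, positive Apelin-13 at 10 nM.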
tim23-1 inh: growth inhibitors of tim23-1 mutant yeast, primary screen, luminescence, uHTS. AID 463212, 2010. hit rate 1.3% among 330,000. inhibition, % at 20 µM. S. cerevisiae tim23-1 growth, BacTiter-Glo luminescence, 24 h;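 active means growth inhibition of the mutant yeast at or above 50%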;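 further: temperature-sensitive mutant grown at 25 °C; plate controls were DMSO-treated mutant yeast for no effect and medium wells lacking yeast for full effect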
APJ antagonist: antagonists of human apelin receptor APJ, primary screen, CHO-K1 cells, beta-arrestin complementation, luminescence. P35414. hit rate 0.32% among 330,000. inhibition, % at 20 µM;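 active means inhibition above about 40% at 20 µM, limit read from the data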;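 further: cells challenged with 10 nM apelin-13 agonist together with compound; plate controls were apelin-13 plus DMSO wells for no effect and DMSO wells lacking apelin-13 for full effect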
* hit, by the source's call; . = no result given.

SMILES	GRIN3A LBD mod	NLRP3 yeast inh	TIM10 inh	beta cell repl	MPTP inh	tim10-1 inh	APJ ag	tim23-1 inh	APJ antagonist
COc1ccccc1Nc1nn2c(=O)c3ccc(C(=O)NCc4cccnc4)cc3nc2s1	.	3	-4	3	-1.0	18	0	4	-7
C=C(C)C(=O)Oc1ccc(N2C(=O)CCC2=O)cc1	0	-11	3	0	0.4	22	-3	12	-2
O=C(Cn1[nH]c(=O)c2ccccc2c1=O)OCC(=O)c1ccccc1	0	-7	0	5	0.0	15	-3	10	35
COC(=O)c1cccc(NC(=O)CN2C(=O)c3ccccc3C2=O)c1	0	23	-2	-2	0.5	1	0	0	-2
Cc1nn(C(C)(C)C)c(OC(=O)c2ccco2)c1Sc1ccccc1	-1	-3	47*	-2	26	49*	-3	44	20
COc1cc(NC(=O)c2cccs2)ccc1NC(=O)c1ccco1	-3	26	47*	0	-1.7	9	0	26	-3
O=C(Nc1cccc(-c2cnc3ccccc3n2)c1)c1cccc(NC(=O)c2ccco2)c1	9	18	28	-5	16	8	2	-3	-1
COc1ccc2oc(C(=O)OCC(=O)/C(C#N)=C(\C)N)c(C)c2c1	4	19	-10	0	0.7	-6	-3	-2	12
O=C(CN(c1ccc2c(c1)OCCO2)S(=O)(=O)c1ccccc1)NCc1ccc(Cl)cc1	1	4	-2	-3	1.5	10	0	18	-13
COC(=O)[C@H](CCSC)NC(=O)Nc1cc(OC)cc(OC)c1	0	15	13	-2	-1.1	5	4	15	16
CN(C)C(=O)NCc1ccc(S(N)(=O)=O)cc1	0	7	-15	-3	-1.7	9	-2	9	8
NC(=O)c1cc(S(=O)(=O)NCCc2ccc(S(N)(=O)=O)cc2)cs1	0	15	9	5.5*	-0.7	-15	4	-6	18
NC(=O)[C@H]1CC2(CC(c3cccc(NC(=O)CC(c4ccccc4)c4ccccc4)c3)=NO2)CN1C(=O)CC(c1ccccc1)c1ccccc1 (stereo not given in full)	17*	-5	21	-8	0.8	16	1	17	8
O=C(COC(=O)c1cc([N+](=O)[O-])ccc1N1CCOCC1)Nc1cc(F)ccc1F	1	26	0	3	-2.2	25	7	16	-14
Cc1ccc(Cl)cc1Nc1nc(N2CCOCC2)nc(N2CCOCC2)n1	-2	14	10	-3	0.0	31	0	27	4

One compound at a time, as listed above. Values in the order: GRIN3A LBD mod, NLRP3 yeast inh, TIM10 inh, beta cell repl, MPTP inh, tim10-1 inh, APJ ag, tim23-1 inh, APJ antagonist
Record of CN(C)C(=O)NCc1ccc(S(N)(=O)=O)cc1 → 0, 7, -15, -3, -1.7, 9, -2, 9, 8
Record of COc1cc(NC(=O)c2cccs2)ccc1NC(=O)c1ccco1 → -3, 26, 47*, 0, -1.7, 9, 0, 26, -3
Record of COc1ccc2oc(C(=O)OCC(=O)/C(C#N)=C(\C)N)c(C)c2c1 → 4, 19, -10, 0, 0.7, -6, -3, -2, 12

Carrying on.
SMILES	GRIN3A LBD mod	NLRP3 yeast inh	TIM10 inh	beta cell repl	MPTP inh	tim10-1 inh	APJ ag	tim23-1 inh	APJ antagonist
O=C(COC(=O)c1ccccn1)c1cccc(Br)c1	-1	12	3	4	0.7	6	-10	-6	19
Cc1ccc(/C=C/C(=O)NCc2ccc3c(c2)OCO3)o1	-1	23	3	4	1.8	11	-1	13	0
Cn1cnc2c1c(=O)n(Cc1ccc(F)cc1Cl)c(=O)n2C	0	8	8	0	-1.6	8	6	18	-11
CCOC(=O)COc1ccc2c(=O)c(-c3ccc(OC)c(OC)c3)c(C(=O)OCC)oc2c1	0	7	5	-1	-0.8	9	1	20	0
CCOC(=O)C1(Cc2cccc(OC)c2)CCCN(C(=O)CCc2cccnc2)C1 (stereo not given)	-1	18	-11	0	2.2	-19	-2	22	13
CC(C)NC(=O)CCc1nnc(Cc2cccc(C(F)(F)F)c2)o1	-2	10	-2	-3	-0.2	3	-2	1	8
CN1C2CCC1CC(NS(=O)(=O)c1ccc(C#N)cc1)C2 (stereo not given)	-1	-6	-11	5	-0.4	-2	2	-10	13
CCSc1nnc(NC(=O)c2ccc3ccccc3n2)s1	-1	10	26	-5	-6.5	23	-1	11	31
COc1ccc(NC(=O)Nc2cnccn2)cc1OC	2	11	4	-2	-1.7	2	-2	9	-1
CN1C(=O)Nc2cccc3cccc1c23	-3	23	-9	-2	-0.1	15	0	8	4
CC(OC(=O)c1cc(O)c2ccccc2c1O)C(=O)Nc1ccc(C(N)=O)cc1 (stereo not given)	-4	5	12	-6	-1.0	15	26	11	-117
COc1ccc(C(C(=O)NC(C)(C)C)N(CC2CCCO2)C(=O)CCC(=O)Nc2cc(C)on2)cc1 (stereo not given)	-1	-14	-1	1	-1.2	14	-6	4	-3
COc1ccccc1NS(=O)(=O)c1cc(NC(=S)NCCN2CCOCC2)ccc1N1CCOCC1	-6	11	2	0	0.9	14	-1	10	1
COc1cc(C2Nc3ccccc3NC3=C2C(=O)CC(C)(C)C3)cc(OC)c1OC (stereo not given)	1	9	-2	-5	-0.1	5	-3	9	22
Cc1cc(C)cc(NC(=S)/N=C(\N)Nc2nc(C)c3ccccc3n2)c1	-14	0	24	-5	56*	22	-4	25	2

Sorted by value in MPTP inh (high to low): 3 from the list above
mol | GRIN3A LBD mod | NLRP3 yeast inh | MPTP inh | APJ antagonist
Cc1cc(C)cc(NC(=S)/N=C(\N)Nc2nc(C)c3ccccc3n2)c1 | -14 | 0 | 56* | 2
C=C(C)C(=O)Oc1ccc(N2C(=O)CCC2=O)cc1 | 0 | -11 | 0.4 | -2
Cc1ccc(Cl)cc1Nc1nc(N2CCOCC2)nc(N2CCOCC2)n1 | -2 | 14 | 0.0 | 4

The main list resumes; the 2 compounds before the break are reprinted first.
SMILES	GRIN3A LBD mod	NLRP3 yeast inh	TIM10 inh	beta cell repl	MPTP inh	tim10-1 inh	APJ ag	tim23-1 inh	APJ antagonist
COc1cc(C2Nc3ccccc3NC3=C2C(=O)CC(C)(C)C3)cc(OC)c1OC (stereo not given)	1	9	-2	-5	-0.1	5	-3	9	22
Cc1cc(C)cc(NC(=S)/N=C(\N)Nc2nc(C)c3ccccc3n2)c1	-14	0	24	-5	56*	22	-4	25	2
CC(=O)N(C)c1ccc(NC(=S)NCC(C)C)cc1	0	-8	-12	-3	-3.1	-3	-3	4	-3
CCOC(=O)N1CCC2(CC1)CC(=O)c1cc(O)ccc1O2	1	6	-6	-5	-6.6	17	0	17	4
COC(=O)c1ccccc1NC(=O)c1ccc(Cn2cc(Cl)cn2)o1	2	15	25	-2	-0.9	16	6	20	-18
COc1cc(OC)c(C(=O)NCc2cccnc2)cc1OC	-1	7	-27	-3	3.8	8	-1	-13	-1
CC(NC(=O)COC(=O)c1cccc(S(=O)(=O)N2CCCC2)c1)c1ccccc1 (stereo not given)	1	5	-13	-4	0.6	1	-4	5	15
CC1CCN(C(=O)c2ccc(S(=O)(=O)Cc3cc(F)ccc3F)c([N+](=O)[O-])c2)CC1	5	4	29	-5	0.7	22	2	46	-24
CSc1nncn1/N=C/c1ccccc1F	-3	16	14	-1	0.5	7	-4	22	-16
Cn1c(=O)oc2cc(S(=O)(=O)N3CCCC(C(=O)Nc4nccs4)C3)ccc21 (stereo not given)	0	6	-1	4	0.2	3	0	11	21
Cc1nn(Cc2ccc([N+](=O)[O-])cc2)c(=O)n1-c1ccccc1Cl	0	17	-9	-1	2.1	16	-4	6	-4
O=C(Nc1ccccc1-c1ccccc1)c1ccc(Br)o1	-5	7	-13	-2	0.9	21	-7	23	-16
C[C@@H]1NC(=O)c2cc([N+](=O)[O-])cc(I)c2OCC[C@@H](C(N)=O)NC(=O)[C@H](CCCCN)NC1=O	-3	8	-1	-4	-2.8	7	-4	-7	-52
N#Cc1c(=O)c2nc(NCCCO)ncc2n2c(=O)c3ccccc3[nH]c12	-2	-1	3	-2	-0.4	5	-2	3	13
O=C(OCC(=O)N1CCN(C(=O)c2ccco2)CC1)c1ccccc1O	2	-1	0	0	-3.6	0	4	11	2
Nn1c(Cc2cccc3ccccc23)nnc1SCCOc1ccc(Br)cc1	-20	6	5	-5	-2.9	-7	-4	27	-6
O=C(Nc1ccc(F)cc1)c1cccnc1NCCc1ccccc1	5	23	12	-3	-16	27	1	39	6

Reprinted from the listing, four compounds:
SMILES	GRIN3A LBD mod	NLRP3 yeast inh	TIM10 inh	beta cell repl	MPTP inh	tim10-1 inh	APJ ag	tim23-1 inh	APJ antagonist
CC(=O)N(C)c1ccc(NC(=S)NCC(C)C)cc1	0	-8	-12	-3	-3.1	-3	-3	4	-3
CCOC(=O)N1CCC2(CC1)CC(=O)c1cc(O)ccc1O2	1	6	-6	-5	-6.6	17	0	17	4
COC(=O)c1ccccc1NC(=O)c1ccc(Cn2cc(Cl)cn2)o1	2	15	25	-2	-0.9	16	6	20	-18
COc1cc(OC)c(C(=O)NCc2cccnc2)cc1OC	-1	7	-27	-3	3.8	8	-1	-13	-1

The list goes on.
SMILES	GRIN3A LBD mod	NLRP3 yeast inh	TIM10 inh	beta cell repl	MPTP inh	tim10-1 inh	APJ ag	tim23-1 inh	APJ antagonist
Cc1ccc2nc(NC(=O)c3cccc(-c4cc5ccccc5oc4=O)c3)sc2c1	0	28	-10	-5	.	-3	-1	-18	-16
CC(=O)c1ccc(-n2ccc(=O)cc2)cc1	0	6	-12	0	-0.5	10	2	18	-22
CCCN1C(=O)C(NC(=O)c2ccncc2)(C(F)(F)F)C2=C1CC(C)(C)CC2=O (stereo not given)	-18	10	-5	-2	0.4	-16	-3	1	-8
Cc1ccc(N2CC(C(=O)OCc3ccc([N+](=O)[O-])cc3)CC2=O)cc1 (stereo not given)	0	-6	21	3	-7.1	13	-1	31	15
O=C(O)C(c1ccccc1)C(c1ccccc1)c1ccccc1 (stereo not given)	-1	-1	1	-1	2.1	20	-1	-1	16
O=C(Nc1ccccc1Cl)c1ccc([N+](=O)[O-])o1	0	24	48*	-4	0.4	50*	5	67*	-28
Clc1cccc(Oc2ncccn2)c1	1	19	4	-1	0.7	9	-3	5	-4
Cn1nnnc1SCC(=O)NC1CCCCC1	1	0	1	2	-1.1	-2	0	8	10
O=C(c1cc([N+](=O)[O-])ccc1Cl)N1CCN(Cc2ccc3c(c2)OCO3)CC1	-2	11	-1	-3	-2.0	6	-1	17	6
CCOC(=O)Cc1csc(NC(=O)C(NC(=O)C2CCC(C)CC2)C(C)C)n1 (stereo not given)	0	15	9	-3	2.1	35	-3	25	5
CN(C)CCCSc1nc(-c2ccccc2)nc2c1CCC2	1	32	4	-5	-2.8	7	-3	7	5

Screens as filed in PubChem BioAssay.
